High-throughput results as filed in PubChem BioAssay.
RAD54 inh – inhibitors of human RAD54 branch migration. hit rate 0.14% among 360,000. inhibition, % at 10.4 µM. Q92698. RAD54 Holliday junction branch migration, FAM/BHQ fluorescence;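 active means mean normalized replicate activity at least 40 and at least half of replicates scoring 40 or more; inconclusive means only one of the two criteria met; inactive means mean below 40 and under half of replicates reaching 40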;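 further: 0% = median of neutral control wells and 100% = median of positive control wells; inhibitors cause a drop in the FAM fluorescence signal; in these data hits start at about 50%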
ERAP1 inh – inhibitors of human ERAP1 aminopeptidase | hit rate 0.15% among 340,000 | Q9NZ08 | inhibition, % at 10.7 µM | recombinant ERAP1, Leu-AMC fluorescence, 60 min;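 active means mean replicate inhibition of at least 30%, or all replicates individually reaching that 30% level; inactive means mean below 30% and not every replicate reaching it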;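 further: 0% = neutral control wells and 100% = L-leucinethiol positive control wells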
ERp5 inh – blocks human ERp5 reductase activity on insulin | ERp5 insulin aggregation, absorbance 650 nm, 90 min | inhibition, % at 9.99 µM | hit rate 0.05% among 350,000 | AID 651711;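 active means mean replicate inhibition above about 25%, with every replicate also reaching it, limit read from the data, passing the limit was not always enough; inconclusive means only one of those two criteria met; inactive means neither criterion met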
Target sequence (Q15084 whole entry, looked up): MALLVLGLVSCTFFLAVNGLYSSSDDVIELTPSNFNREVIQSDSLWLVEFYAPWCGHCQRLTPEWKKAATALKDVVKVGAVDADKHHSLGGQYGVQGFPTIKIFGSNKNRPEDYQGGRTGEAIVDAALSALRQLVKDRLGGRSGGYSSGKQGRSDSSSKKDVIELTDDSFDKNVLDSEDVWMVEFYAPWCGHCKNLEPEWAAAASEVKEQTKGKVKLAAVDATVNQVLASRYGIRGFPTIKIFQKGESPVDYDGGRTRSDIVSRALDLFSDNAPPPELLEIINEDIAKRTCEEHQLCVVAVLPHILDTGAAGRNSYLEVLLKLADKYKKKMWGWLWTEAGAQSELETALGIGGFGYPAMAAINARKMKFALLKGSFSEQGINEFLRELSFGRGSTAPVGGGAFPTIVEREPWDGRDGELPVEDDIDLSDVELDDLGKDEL
RAD52 anneal inh – blocks human RAD52 DNA annealing | recombinant RAD52 DNA annealing, FRET fluorescence | P43351 | hit rate 0.46% among 360,000 | inhibition, % at 18.7 µM | AID 651710;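 active means every replicate showing at least 50% inhibition; inconclusive means mean inhibition at least 50% but not in every replicate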
esBAF inh – inhibitors of esBAF chromatin remodeling in mouse ES cells. Bmi1-luciferase knock-in reporter, 24 h; 100% = twice the neutral-well signal. reporter increase, % at 12.5 µM. hit rate 2% among 350,000; in the data active means activation above about 40%; inconclusive means no clear call, values can overlap the other calls;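 further: 0% = median of the plate's neutral control wells and 100% = double that signal; a rise in the Bmi1 reporter signal indicates esBAF inhibition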
S100A4 inh HTS – inhibitors of human S100A4 binding to myosin IIA peptide. P26447. S100A4/TAMRA-MyoIIA peptide fluorescence polarization. inhibition, % at 10.7 µM. hit rate 0.14% among 360,000;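 active means mean inhibition of at least 70% across replicates, with every replicate also reaching that level; inconclusive means mean inhibition reaches 70% but some replicates fall short; inactive means mean inhibition below 70%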
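Compound dosing: one dose per compound; test system: human S100A4 monomer with TAMRA-labelled myosin IIA peptide; probe or stimulus: TAMRA-labelled myosin IIA heavy-chain peptide probe, 5 nM; medium: HEPES buffer with Ca2+, pH 7.2; schedule: 5 min incubation before reading; benchmarks: neutral control DMSO, positive control TFP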
XiGFP reactiv – reactivates the inactive X chromosome in mouse fibroblasts; AID 743238; activation, % at 7.58 µM; XiGFP mouse fibroblasts, % GFP-positive cells imaging, 3 d; cells co-treated with 5-aza-dC sensitizer; scaled so ellipticine positive control = 100%; hit rate 0.055% among 360,000;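 active means mean normalized replicate activation at least 10% and every replicate at or above 10%; inconclusive means only one of the two criteria met; inactive means mean below 10% and not all replicates reach 10%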;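 further: 0% = median of on-plate neutral control wells and 100% = ellipticine 6 µM median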
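System: SV40-immortalized XiGFP fibroblast cells, line 68-5-11 / Incubation: 3-day compound exposure, then 15 min fixation at room temperature / Compound: single concentration per compound, delivered by pin transfer / Buffer or medium: DMEM plus 5-aza-dC sensitizer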
E-sel inducer – E-selectin induction on HUVECs; AID 686992; activation, % at 7.58 µM; hit rate 0.37% among 260,000; P16581; HUVEC E-selectin immunofluorescence imaging; normalized: neutral wells 0, TNF-alpha wells 100;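 active means mean E-selectin-positive cell signal at least 10% of the positive control, reached in at least 60% of replicates, without over 20% cell loss; inconclusive means no rule given, readout overlaps actives, possibly toxicity-flagged; inactive means the rest, including those meeting only one limit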;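 further: in these data hits start at about 27%; measured in HUVEC primary endothelial cells; signal is the percent of cells scored E-selectin positive by PE staining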
Target sequence (P16581 whole entry, looked up): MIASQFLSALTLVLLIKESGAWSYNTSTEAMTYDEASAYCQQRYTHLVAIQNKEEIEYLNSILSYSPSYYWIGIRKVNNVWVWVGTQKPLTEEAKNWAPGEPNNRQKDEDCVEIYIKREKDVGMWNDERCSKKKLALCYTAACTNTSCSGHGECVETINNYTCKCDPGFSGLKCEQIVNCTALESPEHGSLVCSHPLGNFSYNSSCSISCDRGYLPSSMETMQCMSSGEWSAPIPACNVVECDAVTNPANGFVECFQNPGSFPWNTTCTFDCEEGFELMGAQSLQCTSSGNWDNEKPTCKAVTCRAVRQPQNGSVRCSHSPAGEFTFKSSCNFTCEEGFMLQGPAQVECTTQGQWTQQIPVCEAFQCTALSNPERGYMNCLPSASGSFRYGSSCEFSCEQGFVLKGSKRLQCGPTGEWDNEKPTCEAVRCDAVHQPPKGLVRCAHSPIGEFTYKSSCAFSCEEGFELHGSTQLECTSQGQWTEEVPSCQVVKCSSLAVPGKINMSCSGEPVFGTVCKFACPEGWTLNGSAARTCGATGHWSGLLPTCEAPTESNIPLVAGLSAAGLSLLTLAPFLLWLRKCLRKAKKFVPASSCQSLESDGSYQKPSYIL
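Test system: HUVEC | Signal: Immunofluorescence imaging | Read-out: Percent E-selectin-positive cells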
Starred values were filed as active, the others as inactive; ? = inconclusive; · = not tested or not shown.

SMILES | RAD54 inh | ERAP1 inh | ERp5 inh | RAD52 anneal inh | esBAF inh | S100A4 inh HTS | XiGFP reactiv | E-sel inducer
CCNC(=O)C[C@@H]1CC[C@@H]2[C@H](COc3ccc(NS(=O)(=O)c4ccccc4C)cc3C(=O)N2C)O1 | 4 | 0 | 0 | -6 | 2 | -8 | 0.2 | 0.0
Cc1ccc(NC(=O)Nc2nc3ccc(S(C)(=O)=O)cc3s2)cc1 | -3 | 1 | 8 | 2 | 5 | 2 | 0.1 | -0.1
COC(=O)c1sccc1NC(=O)Nc1cccc([N+](=O)[O-])c1 | -2 | 0 | -4 | -7 | -3 | -15 | -0.1 | -0.2
Cc1ccc([N+](=O)[O-])cc1S(=O)(=O)N(C(=O)c1ccncc1)c1ccc2oc3c(c2c1)CCCC3 | · | 1 | ? | -6 | · | -3 | 0.1 | -0.5
O=C(CCC(=O)c1ccc(F)cc1)Nc1cccc(S(=O)(=O)Nc2cccc(Cl)c2)c1 | · | -1 | 0 | 0 | · | 4 | -0.1 | ·
C[C@H](CO)N1C[C@H](C)[C@H](CN(C)C(=O)Nc2cccc3ccccc23)OCCCC[C@H](C)Oc2ccc(NC(=O)Nc3ccc(C(F)(F)F)cc3)cc2C1=O | 7 | 1 | 14 | 5 | 1 | 2 | -1.3 | 0.1
CCOC(=O)N(C)C[C@H]1OCc2ccccc2-c2c(n(C)c3ccccc23)C(=O)N([C@H](C)CO)C[C@H]1C | -12 | 0 | -4 | 9 | -3 | 0 | 0.1 | -0.5
COc1ccc(S(=O)(=O)N(C)C[C@@H]2Oc3ccc(NC(=O)Nc4c(C)noc4C)cc3CC(=O)N([C@H](C)CO)C[C@@H]2C)cc1 | 35 | 0 | -3 | -2 | 3 | 11 | -0.8 | -7.6
Cc1cccc(-n2ncc3c(NCCc4ccc(S(N)(=O)=O)cc4)ncnc32)c1 | 14 | 4 | 2 | -4 | 6 | -1 | 0.0 | -1.6
CCCOc1ccc(Br)cc1CSC(=N)N | 3 | -8 | 3 | 3 | · | 6 | 0.0 | 0.4
CCOC(=O)Cc1csc(NC(=S)NC(=O)c2cc(OC)c(OC)c(OC)c2)n1 | -5 | -4 | 1 | -32 | · | 2 | 1.1 | 6.1
O=C(Oc1cccc(Cl)c1)N1CCOCC1 | -9 | 0 | -5 | -9 | -12 | -2 | 0.3 | ·
Cc1csc(=O)n1CCC(=O)OCC(=O)Nc1ccc(Cl)cn1 | -3 | 1 | 4 | -5 | -1 | -2 | -0.1 | 0.4
CN(C)c1ccc2c(c1)[C@H]1C[C@H](CC(=O)N3CCCCC3)O[C@H](CO)[C@H]1O2 | · | -2 | -3 | -74 | · | -3 | 0.0 | 0.3
CCN1CCc2nc3ccccc3c(C(=O)Nc3ccc(C#N)cc3)c2C1 | · | 2 | 4 | -48 | · | 64 | 0.4 | 2.9
Cc1noc(C)c1NC(=O)N(C)C[C@H]1Oc2ccc(NC(=O)NC3CCCCC3)cc2CC(=O)N([C@H](C)CO)C[C@@H]1C | -2 | 1 | -4 | 8 | 0 | -1 | -0.2 | -0.2
CC(=O)Oc1ccc(/C=C2\N=C(C3CCCCC3)OC2=O)cc1 | · | 2 | 0 | -4 | · | -2 | 1.5 | 1.7
COc1cccc2sc(Nc3nc4ccc(NC(C)=O)cc4s3)nc12 | · | -2 | -2 | -15 | 48* | 7 | 1.4 | 4.2
C/C=C/c1ccc(OCC(O)CN2CCCCCCC2)c(OC)c1 (configuration not stated) | -5 | 2 | -2 | 19 | -5 | -4 | -0.1 | 5.0
CC(=O)N[C@@H]1C[C@@H]2O[C@@H](CO)CC[C@@H]2O[C@@H]1CCc1ccc(C#CC2(O)CCCC2)cc1 | · | 0 | 1 | 4 | · | 4 | · | ·
CCOc1ccc(C(C)=O)cc1COC(=O)c1cc([N+](=O)[O-])ccc1N1CCOCC1 | -2 | -2 | 0 | -9 | -3 | -4 | 0.0 | -0.6
C[C@H](CO)N1C[C@H](C)[C@@H](CN(C)C(=O)Nc2ccc3c(c2)OCO3)Oc2ccc(NC(=O)C3CC3)cc2CC1=O | -2 | 0 | -3 | 3 | -2 | 17 | 0.2 | 0.8
Cc1ccc([C@@H]2C[C@H]3[C@@H](CN2S(=O)(=O)c2ccc(C)cc2)C(=O)C[C@@H](c2ccccc2F)N3S(=O)(=O)c2ccc(C)cc2)cc1 | -8 | 2 | 2 | -5 | 0 | 4 | 0.0 | -0.1
CCn1c(=NC(=O)CS(=O)(=O)c2ccc(C)cc2)sc2cccc(OC)c21 | -2 | 0 | -8 | -16 | · | -2 | 0.1 | -0.1
COc1cccc(/C=N/NC(=O)CNC(=O)c2ccc(S(=O)(=O)N3CCCC3)cc2)c1OC | 7 | 7 | 1 | -6 | · | 0 | 0.1 | 0.5
COC(=O)[C@]12CCCCC=C1N(Cc1ccccc1)C(=O)[C@H](CC(=O)NCc1cccc3ccccc13)C2 | · | 1 | 0 | 0 | · | 6 | -0.1 | ·
Cc1cccc(N(CC(=O)NCc2ccc(F)cc2)C(=O)c2csnn2)c1C | · | -3 | -4 | -12 | · | -23 | 0.1 | ·
O=C(C[C@H]1CC[C@H](NC(=O)CCN2CCCCC2)[C@@H](CO)O1)NCc1ccc(Cl)c(Cl)c1 | -2 | -5 | 0 | -9 | 3 | -3 | 0.0 | -0.5
Cc1ccc(N2CC(C(=O)N3CCN(c4ccccn4)CC3)CC2=O)cc1 (configuration not stated) | -4 | 1 | 14 | -8 | -3 | 17 | 0.8 | ·
O=C1CCC(C(=O)N2CCSCC2)CN1CCc1ccccc1 (configuration not stated) | 11 | -2 | -4 | -9 | 0 | -4 | 0.0 | 0.0
CO[C@@H]1CN(C)C(=O)c2cc(NS(=O)(=O)c3ccc(Oc4ccccc4)cc3)ccc2OC[C@H](C)NC[C@H]1C | -15 | -5 | -3 | 14 | -4 | 4 | 0.6 | 0.5
CNC[C@H]1Oc2c(NC(=O)C3CCCCC3)cccc2C(=O)N([C@@H](C)CO)C[C@@H]1C | 1 | 3 | -1 | -8 | 2 | -5 | 0.0 | -0.1
CC(=O)Nc1cccc(NC(=O)Nc2ccc(F)cc2F)c1 | · | 0 | -1 | -6 | · | 1 | 0.1 | -1.3
O=C(c1ccco1)c1coc2c1cc(O)c1ccccc12 | -2 | -2 | 10 | -5 | · | -5 | 0.0 | ·
CC1C(=O)N2CCCc3cc(NC(=O)C4CC4)cc1c32 (configuration not stated) | -2 | 3 | -2 | -12 | 4 | -1 | 0.2 | 5.2
CC1(C)C2CCC1(C)C(Nc1ccccc1)C2 (configuration not stated) | · | -1 | 3 | -2 | · | 3 | 0.0 | ·
C=CCC[C@H](Cc1ccc(F)cc1)C(=O)OC[C@@H](Cc1c[nH]c2ccccc12)NC(=O)[C@H](CC=C)CC(=O)NCCO | 4 | 2 | 3 | -1 | · | -2 | 0.1 | -0.2
Cc1ccc(NC(=O)C2C3C=CC4(CN(Cc5cccnc5)C(=O)C24)O3)cc1 (configuration not stated) | -5 | 2 | -2 | -4 | 26 | -1 | 0.0 | 0.2
CO[C@H]1CN(C)C(=O)c2ccc(NS(C)(=O)=O)cc2OC[C@H](C)N(Cc2ccccc2)C[C@@H]1C | · | -10 | 5 | 5 | · | 0 | -0.1 | 0.1
Cc1noc(C)c1S(=O)(=O)N(C)C[C@@H]1Oc2ccc(NS(C)(=O)=O)cc2CC(=O)N([C@H](C)CO)C[C@@H]1C | -6 | 0 | 1 | -5 | 0 | -5 | 0.0 | -0.9
COC(=O)c1ccc(NC(=S)NCC2CC2)cc1 | · | -3 | 9 | -8 | · | 3 | 0.0 | -0.7
CCOC(=O)C1CCN(C(=O)c2ccc(S(=O)(=O)Nc3ccccc3OC)cc2)CC1 | 0 | 1 | -5 | -3 | 9 | 0 | -0.1 | -0.4
COc1ccc(CCN2CC(C(=O)N(C)Cc3ccc(C)o3)CCC2=O)cc1 (configuration not stated) | -7 | 2 | 0 | -6 | 35 | 5 | 0.3 | ·
CCC(=O)N1CC2(C1)[C@@H](c1ccc(-c3ccccc3)cc1)[C@@H](CO)N2S(C)(=O)=O | · | -4 | -1 | -15 | · | -3 | 0.2 | -0.4
C[C@@H]1CN([C@H](C)CO)C(=O)c2cc(C#Cc3cccc(F)c3)cnc2O[C@@H]1CN(C)CC1CCCC1 | 7 | -1 | 6 | 11 | 5 | -37 | 0.4 | -0.1
C[C@H]1CN([C@@H](C)CO)C(=O)c2ccccc2-c2ccccc2CO[C@H]1CN(C)Cc1cccc(C(=O)O)c1 | -5 | 1 | 1 | 6 | -2 | 0 | 0.2 | -0.2
COc1ccc(NC(=O)Nc2ccc3c(c2)CC(=O)N([C@H](C)CO)C[C@@H](C)[C@@H](CN(C)S(=O)(=O)c2ccccc2)O3)cc1 | · | -4 | -7 | 4 | 2 | 7 | 0.1 | 0.6
O=C(C[C@@H]1C=C[C@H](NS(=O)(=O)c2ccccc2)[C@@H](CO)O1)NCc1ccncn1 | -3 | 1 | 2 | -11 | 3 | 4 | -0.5 | 0.1
COC(=O)C[C@H]1C[C@H]2c3cc(N(C)C)ccc3O[C@H]2[C@@H](CO)O1 | -2 | 0 | 2 | -244 | 1 | 13 | 0.2 | -0.4
O=C(CNc1cc(S(=O)(=O)N2CCCC2)ccc1OCC(F)(F)F)Nc1cccc(C(F)(F)F)c1 | 3 | 4 | 9 | -9 | 13 | -3 | 0.1 | -0.8

The listing continues.
SMILES | RAD54 inh | ERAP1 inh | ERp5 inh | RAD52 anneal inh | esBAF inh | S100A4 inh HTS | XiGFP reactiv | E-sel inducer
Cc1ccc(CNC(=O)c2ccc(N3CCC4(CC3)CC(c3cccc(Br)c3)=NO4)c(NC(=O)c3c(Cl)cccc3Cl)c2)cc1 | 2 | · | 3 | -5 | 9 | -1 | -0.4 | -0.1
CN(C(=O)COC(=O)c1ccccc1SCC(=O)N1CCCC1)C1(C#N)CCCCC1 | -4 | 1 | 9 | -16 | 5 | 0 | -0.2 | ·
Cc1ccc(Nc2nnc(SCC(=O)NC3CC3)s2)cc1 | 4 | 1 | 1 | -6 | 3 | -16 | 0.4 | -2.7
O=C(COc1ccccc1)Nc1cc(Cl)ccc1Cl | -4 | -3 | 2 | -8 | ? | 2 | 0.0 | 0.1
Cc1ccc(C(=O)C(C)Oc2ccc3ccc(=O)oc3c2)cc1 (configuration not stated) | 10 | -1 | -14 | -26 | -1 | 30 | 0.2 | 0.4
O=C1CN(Cc2ccccc2)C[C@@H]2[C@H](c3ccc(-c4ccccc4)cc3)[C@@H](CO)N12 | · | · | 6 | -7 | · | 15 | 0.0 | 0.3
O=C(N[C@@H]1CC[C@H](CCn2cc(C3(O)CCCC3)nn2)O[C@H]1CO)C1CCCCC1 | -7 | -2 | 5 | -4 | 3 | -22 | 0.3 | 0.5
CC(=O)Nc1ccc(C(=O)N2CCCc3ccccc32)cc1 | 5 | -2 | 8 | 8 | -2 | 0 | 0.1 | ·
